KCNQ2 block: KCNQ2 potassium channel inhibitors, primary screen, cell-based, CHO-K1, FluxOR thallium flux, B-score (AID 2156). Potassium voltage-gated channel subfamily KQT member 2 (Rattus norvegicus), O88943. 1.1% of 310,000 active. 20 min; active compounds read low. B-score at 10 µM;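 active = fluorescence ratio B-score at most minus 3 library SDs, with starting brightness B-score within 2 library SDs, cut at about -5.5 in these data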
Target sequence (O88943 whole entry, looked up): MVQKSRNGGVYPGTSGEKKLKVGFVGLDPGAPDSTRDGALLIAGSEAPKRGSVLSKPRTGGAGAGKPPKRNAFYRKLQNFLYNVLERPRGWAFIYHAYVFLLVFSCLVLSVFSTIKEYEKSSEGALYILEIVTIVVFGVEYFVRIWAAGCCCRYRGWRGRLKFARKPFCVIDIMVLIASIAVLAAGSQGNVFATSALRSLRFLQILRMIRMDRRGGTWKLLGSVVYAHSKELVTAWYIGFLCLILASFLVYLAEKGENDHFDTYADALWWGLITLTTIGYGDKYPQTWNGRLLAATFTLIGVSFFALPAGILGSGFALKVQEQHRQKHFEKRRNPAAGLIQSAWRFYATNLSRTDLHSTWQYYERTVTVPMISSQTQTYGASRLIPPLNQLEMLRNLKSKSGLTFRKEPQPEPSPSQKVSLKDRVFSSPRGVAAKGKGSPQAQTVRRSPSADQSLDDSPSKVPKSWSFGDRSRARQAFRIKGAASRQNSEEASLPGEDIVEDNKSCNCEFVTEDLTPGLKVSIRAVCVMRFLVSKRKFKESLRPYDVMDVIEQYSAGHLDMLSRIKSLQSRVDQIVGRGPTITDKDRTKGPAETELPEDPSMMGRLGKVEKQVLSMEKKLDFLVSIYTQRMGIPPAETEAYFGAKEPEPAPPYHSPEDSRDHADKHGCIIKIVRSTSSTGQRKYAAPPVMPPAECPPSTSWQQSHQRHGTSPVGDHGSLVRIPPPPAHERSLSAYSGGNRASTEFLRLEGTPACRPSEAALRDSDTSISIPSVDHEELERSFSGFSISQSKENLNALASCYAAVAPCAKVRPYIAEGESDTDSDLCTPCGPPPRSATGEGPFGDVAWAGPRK
CHT block: inhibitors of human choline transporter CHT; High affinity choline transporter 1 (Homo sapiens), Q9GZV3; CHT-expressing cells, membrane potential dye, choline response; active compounds read low; B-score at 10 µM; 0.86% of 310,000 active;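 active = B-score over 3 SD under the library average, and starting fluorescence ratio not unusually high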;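 note: choline stimulus applied at its EC90 after an EC20 pre-addition; B-score computed on integrated fluorescence ratio after choline addition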
Calls only; i = inactive; . = no result given.

The line under a structure holds: KCNQ2 block	CHT block
> OC(CNCc1ccco1)Cn1c2ccccc2c2ccccc21 (configuration not stated)
  i	i
> NC(=O)C1CCN(CC(O)COc2ccc(-c3ccccc3)cc2)CC1 (configuration not stated)
  i	i
> O=C(CC1SC(=Nc2ccccc2)N(CCc2ccccn2)C1=O)Nc1ccc(F)cc1 (configuration not stated)
  i	i
> O=C(NCc1ccccn1)C1CC(c2ccc(F)cc2)=NO1 (configuration not stated)
  i	i
> CCc1nnc(NC(=O)[C@@H](NC(=O)c2cccc(S(=O)(=O)N3CCOCC3)c2)C(C)C)s1
  i	i
> CC(=O)Cc1ccccc1OCC(=O)O
  i	i
> COc1ccc(OC)c(NC(=O)COC(=O)c2cc3c(s2)CCC3)c1
  i	i
> CN(Cc1ccccc1)S(=O)(=O)c1ccc(N2CCOCC2)nc1
  i	i
> COC(=O)C[C@H]1c2cc(F)ccc2S(=O)(=O)N1C(C)C
  i	i
> C=C1c2ccccc2NC(=O)N1c1ccc(OC)cc1
  i	i
> CCCCn1c(N)c(N(CCC(C)C)C(=O)c2[nH]c(C)c(C(=O)OCC)c2C)c(=O)[nH]c1=O
  i	i
> O=S(=O)(Nc1ccccc1C(F)(F)F)c1ccc(-c2ccccn2)s1
  i	i
> CCc1ccc(Nc2cc(C)nc3ncnn23)cc1
  i	i
> CC(C)CN(CC(C)C)S(=O)(=O)N1CCC(C(=O)NCc2ccc3c(c2)OCO3)CC1
  i	i
> COc1ccc(CNS(=O)(=O)c2cc3c(cc2C)N(C)CCO3)cc1
  i	i
> CN1C(=O)C(C)(C)c2cc(S(=O)(=O)N3CCC(C(=O)Nc4ccc(Cl)cc4)CC3)ccc21
  i	i
> Cc1ccc(N(CC(=O)NCc2ccccc2)S(=O)(=O)c2c(C)noc2C)cc1
  i	i
> COc1cccc(C(=O)Nc2cc(C)ccc2NC(=O)COc2ccccc2)c1
  i	i
> C=CC(=O)NC(NC(=O)C=C)c1ccccc1F
  i	i
> COC(=O)c1c(-c2ccc(C(C)(C)C)cc2)csc1NC(=O)C1C2CCC(O2)C1C(=O)O (configuration not stated)
  i	i
> O=C(CCl)c1ccc(Cc2ncc(C(F)(F)F)cc2Cl)s1
  i	i
> O=C(NC(=S)Nc1ccc(S(=O)(=O)Nc2nccs2)cc1)c1ccccc1F
  i	i
> Cc1ccc(Cl)c(OC(=O)Cn2cnc3c2c(=O)n(C)c(=O)n3C)c1
  i	i
> O=[N+]([O-])c1cccc(S(=O)(=O)NCC2CC3CCC2C3)c1 (configuration not stated)
  i	i
> Cc1cccc(-c2nsc(SCC(=O)Nc3cc(C)on3)n2)c1
  i	i
> Cc1cc(C)[n+](-c2ccc(Oc3ccccc3)c(S(=O)(=O)[O-])c2)[nH]1
  i	i
> COc1ccc(-n2nc(C(=O)NCC(=O)N3CCN(c4ccccc4F)CC3)c3ccccc3c2=O)cc1OC
  i	i
> Fc1ccc(-c2[nH]ncc2CN(CC2CCC2)CC2CCCO2)c(F)c1 (configuration not stated)
  i	i
> O=C(CSc1ccc(F)cc1)N1CCN(S(=O)(=O)c2ccccc2)CC1
  i	i
> C/C(=N\NC(=O)c1ccc(Cn2cc([N+](=O)[O-])cn2)o1)c1cccc(NC(=O)c2cccnc2)c1
  i	i
> CCc1nc2cccnc2n1-c1ccc(CC(=O)NCCOC)cc1
  i	i
> O=C(O)CC(c1cccc(Cl)c1)n1cccc1 (configuration not stated)
  i	i
> Cn1c(-c2ccc(N)cc2)nc2ccccc21
  .	i
> CSc1ccc(/C=N\NC(=O)CNc2ccc(C)cc2)cc1
  i	i
> CSc1ccccc1C(=O)NCCSc1ccccc1
  i	i
> NC(=O)c1sc2nc(N3CCOCC3)c3c(c2c1N)CCCC3
  i	i
> O=C(c1cn(-c2ccccc2)nc1-c1ccccc1)N1CCN(c2ccccn2)CC1
  i	i
> CCCN1CCC(=O)N(CCOc2ccccc2)CC1
  i	i
> Cc1nc(N2CCOCC2)nc(OCCN2CCOCC2)c1[N+](=O)[O-]
  i	i
> CCOc1ccccc1C(=O)Nc1nnc(Cc2ccc(OC)c(OC)c2)s1
  i	i
> CCOC(=O)C1(C)Oc2ccc(S(=O)(=O)CC)cc2NC1=O (configuration not stated)
  i	i
> COc1ccc([N+](=O)[O-])cc1NC(=O)C1CCCNC1=O (configuration not stated)
  i	i
> CCN(CC)CCOC(=O)c1ccccc1Br
  i	i
> CN(C(=O)COC(=O)c1cc(S(=O)(=O)N2CCCCC2)ccc1N1CCOCC1)C1CCS(=O)(=O)C1 (configuration not stated)
  i	i
> COc1ccccc1N1CCN(C(=O)CCS(=O)(=O)c2ccc3c(c2)oc(=O)n3C)CC1
  i	i
> COC(=O)c1ccc(CN2CCc3ccccc32)cc1
  i	i
> COc1ccc(C(=O)c2ccc(OC)cc2O)c(O)c1
  i	i
> Cc1nc(/N=C\c2ccc(N(C)C)cc2)sc1C
  i	i
> O=C1C=C(c2ccccc2)C[C@H](c2cccs2)[C@H]1n1cnc([N+](=O)[O-])c1
  i	i
> Cc1sc2nc(C(C)C)nc(SCC(=O)NC3CC3)c2c1C
  i	i
> CC(C(=O)NC(C)(C)C)N(C(=O)CS(=O)CC(=O)Nc1ccc(F)cc1)C1CCCC1 (configuration not stated)
  i	i
> CC(C)CCOP(=O)(c1ccc(N(C)C)cc1)C(O)c1ccc(N(C)C)cc1 (configuration not stated)
  i	i
> COc1ccccc1N1CCN(C(CNC(=O)c2ccc3c(c2)OCO3)c2cccnc2)CC1 (configuration not stated)
  i	i
> O=C(Nc1cccc(Cl)c1)Nc1cc(S(=O)(=O)N2CCCCC2)ccc1Cl
  i	i
> COc1ccc(CNC(=O)CN2C(=O)CSc3ccc(S(=O)(=O)N4CCOCC4)cc32)c(OC)c1
  i	i
> O=C(NCCc1c[nH]c2ccccc12)C1Cc2ccccc2CN1C(=O)c1ccco1 (configuration not stated)
  i	i
> COc1ccc(Br)cc1/C(C)=N/NC1=NCCN1
  i	i
> O=C(O)c1ccc(NC(=S)NC2CCCCC2)cc1
  i	i
> CCC1CCCCN1Cc1ccc(OC)c(C)c1 (configuration not stated)
  i	i
> O=C(c1cc(Cl)nc2ccccc12)N1CCN(S(=O)(=O)c2cccc(F)c2)CC1
  i	i

Next compounds follow:
The line under a structure holds: KCNQ2 block	CHT block
> Cc1cn2c(N)c(C=C3C=C(Cl)C(=O)C(Cl)=C3)c(=O)nc2s1
  i	.
> C/C(=N\OC(=O)NC1CCCCC1)c1sc(-c2ccccc2)nc1C
  i	i
> O=C(Cn1nc(-c2ccc(F)cc2)ccc1=O)Nc1ccc2c(c1)OCCO2
  i	i
> CCCc1cc(=O)[nH]c(SCc2ccc(Cl)cc2)n1
  i	i
> COc1cc(/C=C2\SC(=S)N(CCC(=O)Nc3ccc(O)cc3)C2=O)cc(OC)c1OC
  i	i
> CC1(C)Cc2c(sc3c2C2=NCCN2C=N3)CO1
  i	i
> COc1ccc(CNCC2COc3ccccc3O2)cc1 (configuration not stated)
  i	i
> Cc1ccc(NC(=O)c2ccc(C)c(S(=O)(=O)N3CCOCC3)c2)nc1
  i	i
> O=C(Nc1cccnc1)c1ccccc1Cl
  i	i
> COc1ccc(CNC(=O)CCn2c(=O)oc3ccccc32)cc1
  i	i
> CC(=O)Nc1ncc2c(n1)CC(c1ccco1)CC2=O (configuration not stated)
  i	i
> CCOc1ccccc1CNCC1CCCO1 (configuration not stated)
  i	i
> O=C(CCCc1c[nH]c2ccccc12)NCc1cccs1
  i	i
> Cc1ccc2nc(SCC(=O)c3c[nH]c4ccccc34)[nH]c2c1
  i	i
> Cc1nnc(SCCC#N)n(CCC#N)c1=O
  i	i
> Cc1ccc(C(=O)Nc2cccc(-c3nc4ncccc4o3)c2)cc1
  i	i
> C/C=C\C=C/C(=O)Nc1cccc(C2=NOC3(C2)C[C@H](C(N)=O)N(C(=O)CC)C3)c1 (some centres not stated)
  i	i
> CN1CCN(CCCOc2ccc(-c3ccccc3)cc2)CC1
  i	i
> CCOc1ccc(-c2nnc(NC3=NCCCCC3)o2)cc1
  i	i
> c1cc2c3c(cccc3c1)NC1(CCCCCC1)N2
  i	i
> Cc1nc(SCC(=O)Nc2ccc(F)cc2)c2oc3ccccc3c2n1
  i	i
> CCCCC(=O)Nc1ccc(Cl)cn1
  i	i
> O=C(Cn1ncc2c([nH]c3ccccc32)c1=O)NCC1CCN(Cc2ccc(F)cc2)CC1
  i	i
> COCCCNC(=S)Nc1ccc(C)cc1[N+](=O)[O-]
  i	i
> Cc1ccc(Nc2nc(N)nc(CCl)n2)c(C)c1
  i	i
> Nc1c(C(=O)O)sc2nc(-c3ccccc3)c3c(c12)CCCC3
  i	i
> Nn1cc(-c2ccccc2)nc1SCC(=O)NCCc1ccccc1
  i	i
> O=C1CC(c2ccc(S(=O)(=O)NCCOc3ccccc3)cc2)CN1 (configuration not stated)
  i	i
> CCOc1cc([C@@H]2C[C@H]3CN(c4ccccc4)C(=O)[C@]34CCCN24)ccc1OC
  i	i
> Cc1ccc(/C=C/C(=O)Nc2cc(=O)n(C)c(=O)n2C)o1
  i	i
> CCc1ccc(-c2cc(C)no2)cc1S(=O)(=O)N1CCN(c2cccc(C)c2C)CC1
  i	i
> COc1cccc(N=NC2C(=O)N(C(N)=S)N=C2C)c1 (configuration not stated)
  i	i
> Cc1ccc(NC(=O)CCN2C(=O)C3C4CCC(C4)C3C2=O)cc1[N+](=O)[O-] (configuration not stated)
  i	i
> COC(=O)CN1C(=O)C(O)(CC(=O)c2ccccc2)c2ccccc21 (configuration not stated)
  i	i
> C=CCO/N=C(/C)c1ccc(Oc2cnccn2)cc1
  i	i
> COc1cc(OC)cc(C(=O)N2CCN=C2SCc2cccnc2)c1
  i	i
> COc1ccc(-c2noc(C(=O)NCc3ccccc3Cl)n2)cc1OC
  i	i
> O=C(NNC(=O)c1sccc1-n1cccc1)c1ccc(Cl)cc1
  i	i
> CCCCOc1ccc(C(=O)Nc2ccc(CN3CCOCC3)cc2)cc1
  i	i
> Cc1cccc(C)c1OCCCn1ccnc1
  i	i
> O=C(c1cccc(C(F)(F)F)c1)N1CCc2c([nH]c3ccccc23)C1C(F)(F)F (configuration not stated)
  i	i
> CN(C)c1ccc(C=C2C(=O)OC3(CCCC3)OC2=O)cc1
  i	i
> CCOC(=O)N1CCN(C(=O)COc2ccc(Cl)c(C)c2)CC1
  i	i
> Cc1nnsc1C(=O)N1CCN(c2ccc(C#N)cn2)CC1
  i	i
> O=C(CCNC(=O)c1ccc([N+](=O)[O-])cc1)NCCCN1CCCC1=O
  i	i

Seven compounds drawn at random from those above, as already listed:
The line under a structure holds: KCNQ2 block	CHT block
> C=CCO/N=C(/C)c1ccc(Oc2cnccn2)cc1
  i	i
> COc1cc(OC)cc(C(=O)N2CCN=C2SCc2cccnc2)c1
  i	i
> COc1ccc(-c2noc(C(=O)NCc3ccccc3Cl)n2)cc1OC
  i	i
> CCc1ccc(-c2cc(C)no2)cc1S(=O)(=O)N1CCN(c2cccc(C)c2C)CC1
  i	i
> COC(=O)CN1C(=O)C(O)(CC(=O)c2ccccc2)c2ccccc21 (configuration not stated)
  i	i
> COc1cccc(N=NC2C(=O)N(C(N)=S)N=C2C)c1 (configuration not stated)
  i	i
> Cc1cccc(C)c1OCCCn1ccnc1
  i	i

The listing continues.
The line under a structure holds: KCNQ2 block	CHT block
> CCNC(=O)CSc1nc2ccccc2c(=O)n1-c1cccc(OC)c1
  i	i
> Cc1cccc(OCC(=O)NCC(=O)N=Nc2c(O)[nH]c3ccc([N+](=O)[O-])cc23)c1
  i	i
> CS(=O)(=O)c1ccc(C(=O)NCC2(N3CCCCC3)CCCCC2)cc1
  i	i
> Cc1cccc(/C=N/NC(=O)C2CCCNC2=O)c1 (configuration not stated)
  i	i
> O=C1[C@H]2C(c3ccccc3)=NN(c3ccccc3)[C@H]2C(=O)N1c1ccccc1
  i	i
> O=C(c1cnc2ccc(Cl)cc2c1Cl)N1CCOCC1
  i	.
> Cc1ccc(S(=O)(=O)N2CCCC2CNC(=O)c2ccc3c(c2)OCO3)cc1 (configuration not stated)
  i	i
> Cc1cc(=O)n2nc(N3CCCC3C(=O)Nc3ccccc3C)sc2n1 (configuration not stated)
  i	i
> S=c1[nH]nc(COc2ccc(Cl)cc2)o1
  i	i
> CCOC(=O)c1c(NC(=O)Cn2nc(C(F)F)cc2C(F)F)sc(C)c1C
  i	i
> CCn1c(C)nc2c1C(=O)c1ccccc1C2=O
  i	i
> CC(C)c1cccc(C(C)C)c1NC(=O)COC(=O)[C@H](C)NC(N)=O
  i	i
> CCCCNC(=O)C1CCC(CNS(=O)(=O)c2c(C)cc(C)cc2C)CC1 (configuration not stated)
  i	i
> O=C(/C=C/c1c(Cl)nc2ccccn12)N1CCN(c2ccccc2F)CC1
  i	i
> Cc1ccc(Cn2c(SCC(=O)NCc3ccco3)nc3ccsc3c2=O)cc1
  i	i
> O=S(=O)(c1ccc(F)cc1)N1CC2CCCN2c2ccc(C(F)(F)F)cc21 (configuration not stated)
  i	i
> CCOC(=O)c1ccc(NC(=O)CNS(=O)(=O)c2ccccc2)cc1
  i	i
> Cc1ccc(NC(=O)c2c(C)noc2C)cc1
  i	i
> COc1cc(OC)c(OC)cc1/C=N/n1c(C)nc2ccccc2c1=O
  i	i
> Cc1cc(C)n(-c2nc3ccccc3nc2N2CCCC2)n1
  i	i
> Cc1ccc(SCC(=O)c2sc(-c3ccccc3)nc2C)cc1
  i	i
> CCCCCc1c(O)nc(SCCN(C)C)[nH]c1=O
  i	i

Among those listed so far, these contain a tert-butyl group:
The line under a structure holds: KCNQ2 block	CHT block
> COC(=O)c1c(-c2ccc(C(C)(C)C)cc2)csc1NC(=O)C1C2CCC(O2)C1C(=O)O (configuration not stated)
  i	i
> CC(C(=O)NC(C)(C)C)N(C(=O)CS(=O)CC(=O)Nc1ccc(F)cc1)C1CCCC1 (configuration not stated)
  i	i
